From PubChem BioAssay
MEKK2wt PB1 HTS: modulators of MEK5 binding to wildtype MEKK2, primary screen, biochemical, multiplex bead flow cytometry, Alexa488-MEK5. 1.1% of 290,000 active. Mitogen-activated protein kinase kinase kinase 2 (Homo sapiens), Q9Y2U5. binding response (% of control), % at 10 µM. AID 1531, 2009. Alexa488-MEK5 binding to MEKK2 WT; actives lie on both sides; in the data active = binding response below about 67% or above about 130%
PHOSPHO1 block: PubChem AID 1565. inhibition, % at 13.3 µM. recombinant PHOSPHO1, absorbance phosphatase assay. Phosphoethanolamine/phosphocholine phosphatase (Homo sapiens), Q8TCT1. 1.1% of 290,000 active; in the data active = inhibition above about 60%
OXTR agonist: human OXTR agonists, primary screen, fluorescence, CHO-OTR cells, Fluo-8 calcium. Oxytocin receptor (Homo sapiens), P30559. Fluo-8 calcium fluorescence; normalized: DMSO 0%, oxytocin 100%. activation, % at 3 µM. 0.32% of 320,000 active;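 active = activation above the mean of all tested compounds plus 3 SD, cutoff set per screening run, cut at about 20% in these data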;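 note: peak over basal fluorescence ratio from a 100 s FLIPR kinetic read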
GPR7 antag: GPR7 receptor antagonists, primary screen, cell-based, fluorescence, single concentration | 1.1% of 290,000 active | inhibition, % at 4.4 µM | Neuropeptides B/W receptor type 1 (Homo sapiens), P48145 | GPR7-expressing cells, fluorescence antagonist assay | AID 1861, 2009; in the data active = inhibition above about 16%, passing the limit was not always enough;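 note: cells stimulated with the agonist NPW; 0% = agonist with vehicle and 100% = vehicle without agonist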
Target sequence (P48145 whole entry, looked up): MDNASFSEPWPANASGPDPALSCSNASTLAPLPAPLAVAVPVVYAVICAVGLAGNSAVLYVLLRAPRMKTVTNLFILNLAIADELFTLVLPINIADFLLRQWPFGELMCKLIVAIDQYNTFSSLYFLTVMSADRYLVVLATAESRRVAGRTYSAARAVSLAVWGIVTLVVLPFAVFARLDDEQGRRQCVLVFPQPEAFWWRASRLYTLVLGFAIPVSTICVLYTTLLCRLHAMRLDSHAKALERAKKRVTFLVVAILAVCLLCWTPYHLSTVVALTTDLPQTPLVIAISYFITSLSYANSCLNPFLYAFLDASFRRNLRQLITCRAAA
MEKK2mut PB1 HTS: MEK5 binding signal on mutant MEKK2 PB1, primary screen, biochemical, multiplex bead flow cytometry, Alexa488-MEK5; Alexa488-MEK5 binding to MEKK2 mutant; percent response, % at 10 µM; 0.35% of 290,000 active; AID 1530, 2009; in the data active = percent response above about 24%, passing the limit was not always enough; note: inactives centre near 1; some results filed as inactive read as strong as hits; reference of the scale not given here
NALP1 inh: NALP1 inflammasome inhibitors in reconstituted yeast, colorimetric, S. cerevisiae, triplicate retest. inhibition, % at 10 µM. 0.61% of 280,000 active. S. cerevisiae NALP1/ASC/caspase-1 growth, X-gal OD620, 72 h; in the data active = inhibition mostly above about 24%, no sharp cut-off; inactive = mostly below about 32%; note: some compounds called inactive have numbers as strong as hits
GalR3 antagonist: GalR3 antagonists in HEK293 cells, primary screen, cell-based, fluorescence readout | Galanin receptor type 3 (Homo sapiens), O60755 | HEK293 GalR3-CNG cAMP membrane potential fluorescence; galR3 body fused to GalR1 C-terminus | inhibition, % at 3 µM | 0.44% of 360,000 active | AID 651719, 2012;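 active = inhibition above the screen-wide average plus 3 SD, cut at about 13% in these data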;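 note: forskolin and galanin both at EC90 stimulate the cells; cAMP rise reported by CNG channel membrane potential dye signal; 0% = forskolin plus galanin with DMSO and 100% = forskolin alone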
MEKK3 PB1 HTS: modulators of MEKK3-MEK5 PB1 binding, primary screen, biochemical, wildtype MEKK3, multiplex bead flow cytometry, Alexa488-MEK5; bead-based flow cytometry, Alexa488-MEK5 binding to MEKK3; actives lie on both sides; 0 = blocked by unlabeled MEK5, 100 = vehicle; binding response (% of control), % at 10 µM; 1.4% of 290,000 active;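 active = binding response more than 3 SD above or below the average of its plate-row segment, actives on both sides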;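 note: Alexa488 bead fluorescence after subtracting the streptavidin-only scavenger bead signal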
Target sequence (Q99759 whole entry, looked up): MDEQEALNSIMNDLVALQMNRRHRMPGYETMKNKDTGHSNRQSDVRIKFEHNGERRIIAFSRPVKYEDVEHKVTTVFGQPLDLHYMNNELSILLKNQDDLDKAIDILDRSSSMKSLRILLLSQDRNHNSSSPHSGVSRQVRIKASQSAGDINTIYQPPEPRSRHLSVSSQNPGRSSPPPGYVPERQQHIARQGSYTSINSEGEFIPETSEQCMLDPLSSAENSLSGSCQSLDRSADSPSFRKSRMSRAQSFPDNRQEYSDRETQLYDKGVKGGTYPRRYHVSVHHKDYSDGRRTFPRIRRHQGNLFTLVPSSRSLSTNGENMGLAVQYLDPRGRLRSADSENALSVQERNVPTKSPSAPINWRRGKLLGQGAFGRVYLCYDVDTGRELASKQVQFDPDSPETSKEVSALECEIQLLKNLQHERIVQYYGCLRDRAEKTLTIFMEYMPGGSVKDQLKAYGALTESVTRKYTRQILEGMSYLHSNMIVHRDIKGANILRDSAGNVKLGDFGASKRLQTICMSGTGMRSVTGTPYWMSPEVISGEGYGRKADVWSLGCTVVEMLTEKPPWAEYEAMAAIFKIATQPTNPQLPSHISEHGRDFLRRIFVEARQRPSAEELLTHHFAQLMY
V1R ag counter: agonists of human V1a receptor, primary screen, counter-screen for OXTR agonist project, fluorescence, CHO-V1R cells | Vasopressin V1a receptor (Homo sapiens), P37288 | Fluo-8 calcium fluorescence, agonist mode; 0% DMSO, 100% 3 nM vasopressin | activation, % at 3 µM | 0.25% of 320,000 active | AID 2797, 2010;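 active = activation above the mean activation of all tested compounds plus 3 SD, per screening run, cut at about 20% in these data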;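 note: signal is peak over basal fluorescence ratio across a 100 second FLIPR read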
Numbers without * were called inactive; / = no result given; & = joins results of further samples; [ ] = another dose, or the depositor's remark.

SMILES	MEKK2wt PB1 HTS	PHOSPHO1 block	OXTR agonist	GPR7 antag	MEKK2mut PB1 HTS	NALP1 inh	GalR3 antagonist	MEKK3 PB1 HTS	V1R ag counter
C[C@@H]1CC[C@@]2(O[C@H](CCO)C[C@@H](O)[C@@H]2O)O1	100	18	0.7	-6	4	21	-3	99	1.1
Cc1ccc(S(=O)(=O)NNC(=O)CCCCC(=O)NNS(=O)(=O)c2ccc(C)cc2)cc1	98	32	-1.1	-3	-1	6	1	97	-0.2
CCCc1c(C(=O)N/N=C/c2ccc(OCc3ccccc3)c(OC)c2)nnn1-c1nonc1N	100	24	0.1	-14	0	4	-6	98	1.6
COc1ccccc1-c1nnc(NC(=O)c2cccc(N3C(=O)CCC3=O)c2)o1	107	-21	-1.1	-6	-2	29	0	103	0.0
Cn1c(N)c(C(=O)COC(=O)CN2C(=O)c3ccccc3C2=O)c(=O)n(C)c1=O	115	-9	-0.4	-1	14	-5	-3	105	0.1
O=C(N1CCOCC1)N1CCN(C(c2ccccc2)c2ccccc2)CC1	104	52	-0.3	2	8	10	5	101	-0.1
COc1cc(/C=C2/C(=O)NN(c3cccc(C)c3)C2=O)ccc1OC(=O)c1ccco1	88	14	-1.4	16	-4	-20	-2	99	-0.6
O=C(N/N=C/c1ccoc1)c1ccc(Cl)cc1Cl	111	26	3.2	-10	6	9	3	102	-0.5
COc1ccc(-c2cc(C(=O)O)c3c(C)nn(-c4ccccn4)c3n2)cc1	101	-129	-0.3	-7	4	-3	-1	103	0.4
CCCCN(CC)CCNC(=O)c1cn(C)c(=O)c2c1c1ccccc1n2C	110	20	-0.1	-4	7	12	-9	105	0.2
O=C(CSc1nncn1-c1ccccc1)c1c[nH]c2ccccc12	98	12	-0.3	-10	11	16	-6	102	1.6
Cc1ccc(/C=N/NC(=O)CN2CCN(S(=O)(=O)c3ccc(Br)cc3)CC2)s1	112	-7	3.0	-1	26	4	-4	102	0.6
O=C(NCc1cccnc1)C(C(=O)c1ccc(F)cc1)n1ccccc1=O (configuration not stated)	95	10	0.6	-1	-5	4	1	99	0.3
COc1ccc2[nH]c(C(=O)NCCc3ccccc3)cc2c1	101	32	-2.1	1	7	-5	-1	106	-0.6
CC(OC(=O)c1snc(C(=O)NC2CCCCC2)c1N)C(=O)NC(C)(C)C (configuration not stated)	95	26	5.2	-15	2	5	-4	100	5.9
COC(=O)CSc1cc([N+](=O)[O-])ccc1NC(=O)OC	90	-10	-1.2	-6	-10	11	-3	96	0.3
CN1c2ccccc2C(C)(C)C12CCCC(=O)N2 (configuration not stated)	99	87*	0.5	-4	2	19	2	99	1.1
Cn1c(=O)n(Cc2ccccc2Cl)c2ccccc21	102	8	-1.7	-8	-4	1	-7	116	-1.2
COC(=O)CC1=NN(c2nc3ccccc3s2)C(=O)/C1=C/N(C)C	101	0	0.4	-7	6	-5	-5	101	0.2
NC(=O)C1CCCN(Cc2c(C(=O)N3CCc4ccccc4C3)nc3ccc(Cl)cn23)C1 (configuration not stated)	99	19	1.3	-10	-1	15	-2	98	1.2

Molecules above that contain an aryl methoxy group, in the order listed:
SMILES	MEKK2wt PB1 HTS	PHOSPHO1 block	OXTR agonist	GPR7 antag	MEKK2mut PB1 HTS	NALP1 inh	GalR3 antagonist	MEKK3 PB1 HTS	V1R ag counter
CCCc1c(C(=O)N/N=C/c2ccc(OCc3ccccc3)c(OC)c2)nnn1-c1nonc1N	100	24	0.1	-14	0	4	-6	98	1.6
COc1ccccc1-c1nnc(NC(=O)c2cccc(N3C(=O)CCC3=O)c2)o1	107	-21	-1.1	-6	-2	29	0	103	0.0
COc1cc(/C=C2/C(=O)NN(c3cccc(C)c3)C2=O)ccc1OC(=O)c1ccco1	88	14	-1.4	16	-4	-20	-2	99	-0.6
COc1ccc(-c2cc(C(=O)O)c3c(C)nn(-c4ccccn4)c3n2)cc1	101	-129	-0.3	-7	4	-3	-1	103	0.4
COc1ccc2[nH]c(C(=O)NCCc3ccccc3)cc2c1	101	32	-2.1	1	7	-5	-1	106	-0.6

The results go on.
SMILES	MEKK2wt PB1 HTS	PHOSPHO1 block	OXTR agonist	GPR7 antag	MEKK2mut PB1 HTS	NALP1 inh	GalR3 antagonist	MEKK3 PB1 HTS	V1R ag counter
COCCCN1C(=O)C(=O)/C(=C(/O)c2ccccc2)C1c1ccc(N(C)C)cc1 (configuration not stated)	152*	26	-0.2	-13	223*	17	0	102	0.8
CSc1cc(/C=N/O)c(SC)s1	102	21	-2.6	-9	-2	7	-3	96	-0.6
Cc1cc(C(=O)Nn2c(-c3ccncc3)nc3ccccc3c2=O)ccc1[N+](=O)[O-]	92	-15	0.8	-1	-7	6	-8	102	0.7
Cc1ccc(C(=O)NCCN2CCOCC2)cc1C	99	14	0.1	4	-1	4	-1	102	0.7
CCOc1ccc(/C=C/C(=O)N2CCOCC2)cc1OC	101	/	-0.3	-15	0	-4	0	102	0.8
Fc1ccc(Nc2ccnc(Nc3ccc(F)cc3)n2)cc1	135	-12	1.4	12	1	84*	-5	111	3.9
Cc1cc(C)cc(NC(=O)CCC(=O)Nc2nnc(C(C)C)s2)c1	96	38	0.4	1	-5	22	4	97	-1.1
Cc1cccc(N(C)C(=O)CCS(=O)(=O)c2cccc3nonc23)c1	105	28	0.3	-11	2	6	-2	101	0.5
Cc1cc(C(=O)NCc2cccnc2)cs1	99	14	-0.2	-4	3	11	/	98	0.5
COc1ccc(C(=O)OC(C(=O)c2ccc(C)cc2)c2ccccc2)cc1 (configuration not stated)	98	-19	0.9	-13	3	-5	-2	107	0.6
NC(=O)NCc1ccccc1	101	30	0.2	-15	6	1	-3	96	0.6
O=c1ccc(-c2nc3ccccc3n2Cc2ccccc2Cl)c[nH]1	107	27	-0.5	-4	9	1	-5	101	1.9
CCCCCN1CC(=O)N2Cc3[nH]c4ccccc4c3C[C@H]2C1=O	108	42	2.3	5	4	-3	-11	107	6.0
COc1ccc(CN2CCNC(=O)C2CC(=O)NCC2CCOCC2)c(F)c1 (configuration not stated)	105	33	1.8	-1	3	13	-2	101	1.7
CC1(C)Cc2ccccc2/C(=C/C(=O)N2CCCCCC2)N1	85	35	-2.3	-16	-9	-1	-4	79*[inhibitor]	-1.1
C=CCSc1ncc(CO)n1Cc1ccccc1	101	-12	0.2	-16	-2	7	-5	101	-0.4
CCOC(=O)N1CCN(S(=O)(=O)N2CCCC(C(=O)NCc3ccc(OC)cc3)C2)CC1 (configuration not stated)	100	20	-1.6	-4	-2	15	0	96	-0.7
COc1ccc(-c2csc3ncnc(NCCCO)c23)cc1	110	25	-0.1	-15	8	28	-3	104	2.6
Cc1ccc(-n2c(C)cc(/C=N/Nc3ccc([N+](=O)[O-])cn3)c2C)cc1	/	101*	-1.8	1	/	18	-2	/	-0.5
CCC(NC(=O)CCc1c(C)c2cc3c4c(oc3cc2oc1=O)CCCC4)C(=O)O (configuration not stated)	107	38	-0.4	-3	4	19	-11	107	0.1
CCOC(=O)c1c(N)sc2c(O)c(Br)ccc12	85	17	1.8	-1	-3	17	-6	80	1.2
O=C(O)c1ccc(Cl)cc1Nc1nc2cc(Cl)ccc2o1	98	6	-0.7	1	2	0	-7	100	-0.4
CN(C)/C=C(\C#N)C(=O)N/N=C(\CC(=O)C(F)(F)F)c1ccco1	103	45	-0.4	7	0	-7	-1	104	-0.1
CCOCCCNC(=S)N1CCC(NC(=O)C2CCCCC2)CC1	104	2	1.1	-3	1	-9	-5	103	1.1
COC(=O)c1cnc[nH]1	103	20	0.1	-15	6	10	/	100	-0.4
O=C(Nc1ccc(C(F)(F)F)cc1)c1cnc(N2CCN(c3ccccn3)CC2)c2ccccc12	120	16	0.9	-11	1	-1	1	116	0.8
O=C(c1ccc(CN2CCOCC2)cc1)N1CCC(Cc2ccccc2)CC1	106	-1	1.6	-4	1	-6	-2	105	1.5
C/C(=C/c1oc2ccc(O)cc2c1[N+](=O)[O-])N(C)C	88	20	2.0	-8	-1	-6	-4	94	0.2
CC(Oc1ccc(Cl)cc1Cl)c1nc(-c2ccc(NC(=O)c3cccnc3)cc2)no1 (configuration not stated)	105	-14	2.8	3	5	-7	-4	103	1.0
COc1ccc(NC(C)=O)cc1S(=O)(=O)Nc1ccccc1C(=O)N1CCCC1	103	41	0.7	0	0	4	-2	105	0.9
CCNC(=O)NC(=O)COC(=O)CCCc1nc2ccccc2s1	96	17	-0.3	-11	-4	4	2	99	-0.7
Nc1cc(N)nc(SCC(=O)NNC(=O)c2ccc(Cl)cc2)n1	97	-6	0.1	-3	0	2	-4	101	0.8
Cc1cccc(C(=O)N2CCC(c3nc4ccccc4s3)CC2)c1	100	-20	3.8	-7	-1	2	-5	105	6.5
CSc1ncccc1C(=O)OCC(=O)c1ccccc1Br	98	28	-1.8	-8	-4	2	-5	102	-1.1
CC(=O)OCC(=O)[C@@]1(O)CC[C@H]2[C@@H]3CCC4=CC(=O)CC[C@]4(C)[C@H]3[C@@H](O)C[C@@]21C	98	8	0.2&0.6	-3	5	20	-4	104	-0.4&0.7
CC/C(=N\N=C1\SC(C)C(=O)N1Cc1ccco1)c1ccccc1 (configuration not stated)	103	10	-1.0	-7	-1	23	1	132	0.3
c1csc(-c2nnc(COc3ncnc4sccc34)o2)c1	101	18	0.5	-7	-3	-6	-4	103	-0.2
CC(=O)c1ccc(NC(=O)c2ccn[nH]2)cc1	98	28	1.4	-5	2	28	-5	103	0.8
CCc1ccc(C2C3=C(CC(C)(C)CC3=O)Nc3c2c(=O)[nH]c2nc(C)nn32)cc1 (configuration not stated)	105	27	1.3	-3	1	-1	-6	104	0.3
CCOC(=O)N1CCN(S(=O)(=O)c2ccc(C)cc2)C1c1ccc(OC)cc1 (configuration not stated)	/	2	-2.7	-2	/	16	-5	/	0.3
COCCCNC(=O)CN1C(=O)CSc2ncccc21	102	-14	1.7	-14	3	26	4	101	1.0
COc1ccccc1NC(=O)CN1CCN(CC(=O)Nc2ccc(C)c(F)c2)CC1	106	7	1.6	-1	3	6	-9	102	4.8
CCOc1ccc(C)cc1S(=O)(=O)NC1CCCCCC1	106	43	-1.0	-7	7	9	-2	102	0.2
CC(C)CNC(=O)c1cccc(NC(=O)C2CCCO2)c1 (configuration not stated)	97	34	-0.1	-8	-6	-4	3	92	0.3
CCn1nc(NC(=O)c2ccncc2)c2cc3ccccc3nc21	107	-38	-2.1	-7	3	20	-7	105	-1.4
O=C(N/N=C/c1ccccn1)C12CC3CC(CC(C3)C1)C2	99	3	-1.0	2	-2	-6	-1	98	0.0
COc1ccc(C(C(=O)NC2CCCCC2)N(C(=O)c2ccco2)c2ccccc2C(C)=O)cc1OC (configuration not stated)	97	19	-0.5	9	-6	-9	-10	100	0.0
O=C1CCCC(=O)N1c1ccc(N2CCN(c3ccccc3)CC2)c([N+](=O)[O-])c1	100	-16	4.3	-9	-2	30	-4	99	4.9

Outcome played no part in choosing rows, and some 5.4% of all compounds hit somewhere here.
